Mtb BioA inh: blocks M. tuberculosis BioA enzyme activity. purified M. tuberculosis BioA enzyme, plate reader. inhibition, % at 9.99 µM. 360,000 tested, 0.096% active; in the data active = inhibition above about 40%
* hit, by the source's call. A portion of the library. The share of hits here may be higher or lower than overall.

A first look (4 entries):
SMILES | Mtb BioA inh
C/C=C/c1ccc([C@H]2[C@@H](CO)N3CCCCN(C(=O)Cc4cccnc4)C[C@@H]23)cc1 | 3.4
C[C@H](CO)N1C[C@H](C)[C@@H](CN(C)Cc2ccc(Cl)c(Cl)c2)Oc2ccc(NC(=O)CCCN(C)C)cc2CC1=O | 3.8
CC(C)CC#Cc1ccc2c(c1)O[C@@H](CN(C)C(=O)C1CCCCC1)[C@@H](C)CN([C@H](C)CO)S2(=O)=O | 0.5
CN1CCN(C(=O)C2=C[C@@H](C3CC3)C[C@@H](OCCCCO)O2)CC1 | -1.6

All compounds of this part (from the top)
SMILES | Mtb BioA inh
C/C=C/c1ccc([C@H]2[C@@H](CO)N3CCCCN(C(=O)Cc4cccnc4)C[C@@H]23)cc1 | 3.4
C[C@H](CO)N1C[C@H](C)[C@@H](CN(C)Cc2ccc(Cl)c(Cl)c2)Oc2ccc(NC(=O)CCCN(C)C)cc2CC1=O | 3.8
CC(C)CC#Cc1ccc2c(c1)O[C@@H](CN(C)C(=O)C1CCCCC1)[C@@H](C)CN([C@H](C)CO)S2(=O)=O | 0.5
CN1CCN(C(=O)C2=C[C@@H](C3CC3)C[C@@H](OCCCCO)O2)CC1 | -1.6
C[C@H](CO)N1C[C@H](C)[C@H](CN(C)C(=O)Cc2ccccc2)Oc2ncc(-c3cncnc3)cc2C1=O | -0.9
CCCN(C)C[C@@H]1Oc2cc(C#Cc3ccccc3)ccc2S(=O)(=O)N([C@@H](C)CO)C[C@H]1C | -0.7
C[C@H](CO)N1C[C@H](C)[C@@H](CN(C)Cc2ccc3c(c2)OCO3)Oc2c(NC(=O)C3CCOCC3)cccc2C1=O | -0.7
COc1ccc(-c2cn(CC[C@@H]3CC[C@H](NS(=O)(=O)c4ccccc4C)[C@H](CO)O3)nn2)cc1 | -1.5
CC(=O)N(C)C[C@H]1Oc2cc(-c3cccc(F)c3)ccc2S(=O)(=O)N([C@@H](C)CO)C[C@H]1C | -0.6
C[C@@H]1CCCCO[C@@H](CN(C)S(=O)(=O)c2ccc(F)cc2)[C@H](C)CN([C@H](C)CO)C(=O)c2cc(NC(=O)C3CCCCC3)ccc2O1 | -1.5
Cc1noc(C)c1NC(=O)NCC[C@@H]1CC[C@H](NC(=O)c2ccc(F)cc2)[C@H](CO)O1 | -1.1
Cc1cc(C(=O)Nc2cccc3c2O[C@H](CN(C)S(=O)(=O)c2cn(C)cn2)[C@H](C)CN([C@H](C)CO)C3=O)n(C)n1 | -5.7
CCC(=O)N(C)C[C@H]1[C@@H](c2ccc(C3=CCCCC3)cc2)[C@@H](CO)N1C(=O)CC | 2.2
COCC(=O)Nc1ccc2c(c1)OC[C@@H](C)N(CC1CC1)C[C@H](C)[C@@H](OC)CN(C)C2=O | -1.9
C[C@H]1CN([C@@H](C)CO)C(=O)c2cc(NC(=O)CCN3CCOCC3)ccc2O[C@@H]1CN(C)S(=O)(=O)c1cn(C)cn1 | -0.4
C[C@H](CO)N1C[C@H](C)[C@H](CN(C)Cc2ccc(C(=O)Nc3ccccc3N)cc2)Oc2ccc(NC(=O)C3CC3)cc2C1=O | 5.2
CCCNC(=O)N1C[C@@H](O)COC[C@H]2O[C@H](CC(=O)OC)CC[C@@H]21 | 1.0
C[C@H](CO)N1C[C@H](C)[C@H](CN(C)Cc2ccc3c(c2)OCO3)Oc2ccc(NC(=O)c3ccncc3)cc2CC1=O | 1.1
CN1CCN(C(=O)C[C@H]2C[C@@H]3c4cc(NC(=O)Nc5ccc(C(F)(F)F)cc5)ccc4O[C@@H]3[C@@H](CO)O2)CC1 | 2.4
CCCC(=O)Nc1ccc2c(c1)OC[C@H](C)N(Cc1ccc(-c3ccccn3)cc1)C[C@H](C)[C@H](OC)CN(C)C2=O | -2.8
C[C@H](CO)N1C[C@H](C)[C@@H](CN(C)Cc2ccccc2)Oc2ccc(NC(=O)CCN3CCOCC3)cc2C1=O | 2.0
CN(C)Cc1cn(CC[C@H]2CC[C@@H](NC(=O)Nc3ccccc3F)[C@@H](CO)O2)nn1 | -0.7
C[C@@H]1CCCCO[C@H](CN(C)S(=O)(=O)c2ccc(F)cc2)[C@@H](C)CN([C@H](C)CO)C(=O)c2cc(NC(=O)c3ccncc3)ccc2O1 | -0.8
CCCNC(=O)N(C)C[C@H]1Oc2ncc(-c3cccc(C#N)c3)cc2C(=O)N([C@H](C)CO)C[C@@H]1C | -3.6
C[C@H]1CN([C@@H](C)CO)C(=O)Cc2cc(NC(=O)CCCN(C)C)ccc2O[C@H]1CN(C)S(=O)(=O)c1ccc(Cl)cc1 | -0.5

The closing 5 compounds of the part before come first, to join the parts:
SMILES | Mtb BioA inh
C[C@H](CO)N1C[C@H](C)[C@@H](CN(C)Cc2ccccc2)Oc2ccc(NC(=O)CCN3CCOCC3)cc2C1=O | 2.0
CN(C)Cc1cn(CC[C@H]2CC[C@@H](NC(=O)Nc3ccccc3F)[C@@H](CO)O2)nn1 | -0.7
C[C@@H]1CCCCO[C@H](CN(C)S(=O)(=O)c2ccc(F)cc2)[C@@H](C)CN([C@H](C)CO)C(=O)c2cc(NC(=O)c3ccncc3)ccc2O1 | -0.8
CCCNC(=O)N(C)C[C@H]1Oc2ncc(-c3cccc(C#N)c3)cc2C(=O)N([C@H](C)CO)C[C@@H]1C | -3.6
C[C@H]1CN([C@@H](C)CO)C(=O)Cc2cc(NC(=O)CCCN(C)C)ccc2O[C@H]1CN(C)S(=O)(=O)c1ccc(Cl)cc1 | -0.5
Cc1ccc(S(=O)(=O)Nc2ccc3c(c2)C(=O)N([C@H](C)CO)C[C@@H](C)[C@H](CN(C)C(=O)Nc2c(C)noc2C)OCCCC[C@@H](C)O3)cc1 | 0.8
C[C@@H]1CN([C@H](C)CO)C(=O)c2c(c3ccccc3n2C)-c2ccccc2CO[C@@H]1CN(C)Cc1cccnc1 | 2.1
COc1cccc(S(=O)(=O)Nc2ccc3c(c2)[C@@H]2C[C@H](CC(=O)N4CCCCC4)O[C@@H](CO)[C@@H]2O3)c1 | 1.0
C[C@@H]1CN([C@H](C)CO)C(=O)c2cc(C#CC3CC3)cnc2O[C@H]1CN(C)C | -1.8
O=C(C[C@H]1CC[C@H](NC(=O)NC2CCCC2)[C@H](CO)O1)NCc1ccc(F)cc1 | -0.4
COc1ccc(S(=O)(=O)Nc2ccc3c(c2)C(=O)N([C@H](C)CO)C[C@H](C)[C@@H](CN(C)Cc2ccc(C(=O)O)cc2)OCCCC[C@@H](C)O3)cc1 | -2.0
COCC(=O)Nc1ccc2c(c1)C(=O)N(C)C[C@@H](OC)[C@@H](C)CN(C(=O)c1cccnc1)[C@H](C)CO2 | -0.9
Cc1ccc(-c2cnc3c(c2)C(=O)N([C@H](C)CO)C[C@@H](C)[C@@H](CN(C)C(=O)c2ccccc2)O3)cc1 | 3.2
COC(=O)C[C@@H]1CC[C@@H]2[C@H](COC[C@H](O)CN2S(=O)(=O)c2ccc(F)cc2)O1 | 0.6
COc1ccccc1-c1cnc2c(c1)C(=O)N([C@H](C)CO)C[C@@H](C)[C@@H](CN(C)C(=O)c1ccncc1)O2 | 0.9
C[C@H]1CN([C@@H](C)CO)C(=O)Cc2cc(NC(=O)C3CCCCC3)ccc2O[C@@H]1CN(C)CC1CCCCC1 | 3.2
C[C@@H]1CCCCO[C@@H](CN(C)C(=O)Nc2cccc3ccccc23)[C@@H](C)CN([C@H](C)CO)C(=O)c2cc(NS(=O)(=O)c3ccc(F)cc3)ccc2O1 | 0.2
C[C@H](CO)N1C[C@H](C)[C@H](CN(C)C(=O)Nc2cccc3ccccc23)Oc2ccc(NC(=O)Nc3ccc(C(F)(F)F)cc3)cc2C1=O | -1.6
Cn1cnc(S(=O)(=O)N[C@@H]2CC[C@H](CC(=O)Nc3ccc(-c4ccccc4)cc3)O[C@@H]2CO)c1 | 0.1
COc1ccc(CNC(=O)C[C@@H]2C=C[C@@H](NC(=O)CN(C)C)[C@H](CO)O2)cc1 | -0.9
C[C@@H]1CCCCO[C@@H](CN(C)S(=O)(=O)c2ccccc2)[C@@H](C)CN([C@H](C)CO)C(=O)c2cc(NC(=O)Nc3ccc(C(F)(F)F)cc3)ccc2O1 | 0.2
CC(C)NC(=O)N(C)C[C@H]1OCCCC[C@H](C)Oc2ccc(NC(=O)Nc3ccc(F)cc3)cc2C(=O)N([C@@H](C)CO)C[C@H]1C | -1.1
C[C@H](CO)N1C[C@H](C)[C@H](CN(C)Cc2ccc(C(F)(F)F)cc2)Oc2ccc(NC(=O)Nc3ccccc3)cc2CC1=O | -3.8
O=C(C[C@@H]1C[C@@H]2c3cc(NC(=O)C4CCOCC4)ccc3O[C@@H]2[C@@H](CO)O1)NC1CCCCC1 | -0.5
O=C(C[C@H]1CC[C@H]2[C@@H](COC[C@@H](O)CN2C(=O)c2cccnc2)O1)NC1Cc2ccccc2C1 | -2.5
C[C@@H]1CN([C@@H](C)CO)C(=O)c2cc(-c3ccc(C#N)cc3)cnc2O[C@H]1CN(C)C(=O)CN(C)C | -0.1
CO[C@@H]1CN(C)C(=O)c2cc(NS(=O)(=O)c3cccc(F)c3)ccc2OC[C@@H](C)NC[C@@H]1C | 0.9
COc1ccc(NC(=O)Nc2ccc3c(c2)C(=O)N([C@@H](C)CO)C[C@@H](C)[C@H](CN(C)S(=O)(=O)c2cccs2)OCCCC[C@@H](C)O3)cc1 | -1.9
O=C(Nc1cccc(F)c1)N1CCCCN2[C@H](CO)[C@@H](c3ccc(C#CC4CC4)cc3)[C@H]2C1 | 4.0
C[C@@H]1CN([C@H](C)CO)C(=O)c2cc(NS(=O)(=O)c3cccs3)ccc2O[C@@H](C)CCCCO[C@H]1CN(C)S(=O)(=O)c1ccc(F)cc1 | 0.7
Next part:
SMILES | Mtb BioA inh
O=C(Nc1ccccc1)Nc1ccc2c(c1)[C@@H]1C[C@H](CC(=O)N3CCOCC3)O[C@@H](CO)[C@@H]1O2 | 1.4
CO[C@@H]1CN(C)C(=O)c2cc(NC(=O)c3ccccc3)ccc2OC[C@H](C)NC[C@H]1C | 0.2
C[C@H](CO)N1C[C@H](C)[C@@H](CN(C)Cc2ccncc2)Oc2ccc(NS(=O)(=O)c3ccc(Cl)cc3)cc2CC1=O | -0.4
CS(=O)(=O)N1[C@H](C#N)[C@@H](c2ccc(/C=C/c3ccccc3)cc2)[C@H]1CO | -1.4
C/C=C/c1cnc2c(c1)C(=O)N([C@H](C)CO)C[C@H](C)[C@@H](CN(C)Cc1ccc(F)cc1)O2 | -3.8
C[C@@H]1CCCCO[C@H](CN(C)C(=O)CCC(F)(F)F)[C@@H](C)CN([C@@H](C)CO)C(=O)c2cc(NS(=O)(=O)c3ccc(F)cc3)ccc2O1 | 2.3
COc1ccc(CN(C)C[C@H]2Oc3ccc(NC(=O)CCC(F)(F)F)cc3CC(=O)N([C@H](C)CO)C[C@H]2C)cc1 | 2.1
COc1ccc(NC(=O)N(C)C[C@H]2OCCCC[C@@H](C)Oc3ccc(NC(=O)Nc4ccc5c(c4)OCO5)cc3C(=O)N([C@H](C)CO)C[C@@H]2C)cc1 | -1.3
C[C@H]1CN([C@@H](C)CO)C(=O)c2cccc(NC(=O)c3cnccn3)c2O[C@H]1CN(C)C(=O)Nc1cccc2ccccc12 | -0.7
C[C@@H]1CN([C@@H](C)CO)C(=O)c2cc(N(C)C)ccc2O[C@H]1CN(C)S(C)(=O)=O | 0.2
O=C(C[C@H]1CC[C@@H]2[C@H](COC[C@H](O)CN2C(=O)c2ccc3c(c2)OCO3)O1)NC1Cc2ccccc2C1 | 1.1
CN(C)CC(=O)N[C@@H]1CC[C@H](CC(=O)NCc2ccc(Cl)cc2)O[C@@H]1CO | -3.1
O=C(O)C[C@@H]1C[C@H]2c3cc(NC(=O)CC4CC4)ccc3O[C@H]2[C@H](CO)O1 | -2.5
Cc1cc(C(=O)Nc2cccc3c2O[C@H](CN(C)S(=O)(=O)c2cccs2)[C@@H](C)CN([C@@H](C)CO)C3=O)n(C)n1 | -1.6
C[C@@H]1CN([C@@H](C)CO)C(=O)c2cc(-c3ccccc3)cnc2O[C@@H]1CN(C)Cc1cccnc1 | -0.4
O=C(Cc1ccncc1)NCC[C@H]1CC[C@H](NC(=O)Nc2ccc(Cl)cc2)[C@H](CO)O1 | 1.4
CNC(=O)C1=C[C@H](c2ccc(C(=O)OC)cc2)C[C@H](OCCCCO)O1 | -0.4
C[C@H](CO)N1C[C@H](C)[C@@H](CN(C)Cc2ccncc2)Oc2ccc(NC(=O)CCN3CCOCC3)cc2C1=O | -4.2
CO[C@H]1CN(C)C(=O)c2cc(NC(=O)Nc3ccccc3Cl)ccc2OC[C@H](C)NC[C@H]1C | 1.3
CO[C@H](CN(C)C(=O)c1cnccn1)[C@@H](C)CN([C@H](C)CO)S(=O)(=O)c1ccc(Cl)cc1 | -1.1
C[C@@H]1CN([C@H](C)CO)C(=O)c2cccc(NS(=O)(=O)c3cccs3)c2O[C@@H]1CN(C)Cc1ccc(Oc2ccccc2)cc1 | -1.5
COc1ccccc1-c1ccc([C@@H]2[C@@H](CO)N3CCCCN(C(=O)c4cccnc4)C[C@H]23)cc1 | 1.9
O=S(=O)(N[C@H]1CC[C@H](CCn2cc(-c3ccccn3)nn2)O[C@@H]1CO)c1cccc(F)c1 | -1.6
COc1cccc(NC(=O)N[C@H]2CC[C@@H](CC(=O)NCc3ccncn3)O[C@@H]2CO)c1 | 1.9
COCC(=O)N(C)C[C@H]1Oc2cc(-c3cccnc3)ccc2S(=O)(=O)N([C@H](C)CO)C[C@H]1C | -2.4
COc1ccc(NC(=O)N(C)C[C@H]2Oc3c(NC(=O)c4cnccn4)cccc3C(=O)N([C@H](C)CO)C[C@H]2C)cc1 | -0.7
CC(C)CC#Cc1ccc2c(c1)O[C@@H](CN(C)C(=O)c1ccncc1)[C@@H](C)CN([C@H](C)CO)S2(=O)=O | 0.3
O=C(c1ccc2c(c1)OCO2)N1CCCCN2[C@H](CO)[C@H](c3ccc(-c4ccccc4)cc3)[C@@H]2C1 | -1.4
C[C@@H]1CCCCO[C@@H](CN(C)C(=O)Nc2ccccc2)[C@H](C)CN([C@H](C)CO)C(=O)c2cc(NS(=O)(=O)c3ccc(F)cc3)ccc2O1 | -1.6
Cc1ccc(S(=O)(=O)Nc2ccc3c(c2)CC(=O)N([C@H](C)CO)C[C@@H](C)[C@H](CN(C)C(=O)Nc2ccc(F)cc2)O3)cc1 | -0.3
